# Source: PubChem (Broad Institute)
# TcdB inh = TcdB glycohydrolase inhibitors, primary screen, biochemical, single point, plate reader | Toxin B (Clostridioides difficile), P18177 | TcdB glycohydrolase enzymatic assay | inhibition, % at 9.99 µM | hit rate 0.24% among 350,000; in the data active means inhibition above about 10%
# Active calls of the source: *. A portion of the library; the hit share may differ from the screen's.
SMILES,TcdB inh
COc1cccc(S(=O)(=O)Nc2ccc3c(c2)[C@H]2C[C@@H](CC(=O)NC4CCCCC4)O[C@@H](CO)[C@H]2O3)c1,-1.7
O=C(CCN1CCCCC1)NCC[C@@H]1CC[C@H](NC(=O)C2CCCCC2)[C@@H](CO)O1,1.0
COc1ccc2c3c(n(C)c2c1)[C@@H](CO)N(CC1CCOCC1)CC31CN(Cc2nccs2)C1,0.2
COc1cccc(S(=O)(=O)N2CCCCN3[C@@H](CO)[C@@H](c4ccc(C5=CCCCC5)cc4)[C@@H]3C2)c1,-0.2
COCC(=O)N1C[C@@H](C)[C@@H](OC)CN(C)C(=O)c2cc(NC(=O)C3CCC3)ccc2OC[C@H]1C,-1.2
CC(=O)N1[C@H](CO)[C@H](c2ccccc2)[C@@H]1CN(C(=O)c1ccccc1F)C(C)C,2.3
CNC[C@H]1Oc2cc(C#CCN(C)C)ccc2S(=O)(=O)N([C@H](C)CO)C[C@@H]1C,-1.5
Cc1noc(C)c1NC(=O)N(C)C[C@@H]1OCCCC[C@@H](C)Oc2ccc(NC(=O)Nc3ccc(C(F)(F)F)cc3)cc2C(=O)N([C@H](C)CO)C[C@@H]1C,0.2
C[C@H](CO)N1C[C@H](C)[C@@H](CN(C)C(=O)Cc2ccncc2)Oc2cc(C3=CCCC3)ccc2S1(=O)=O,0.7
CCC(=O)N1[C@H](C#N)[C@@H](c2ccccc2-c2ccccc2)[C@@H]1CO,0.5
CN(C)C(=O)c1cccc(-c2ccccc2[C@@H]2[C@@H](C#N)N(C(=O)C3CCCC3)[C@@H]2CO)c1,-0.8
COc1ccc(S(=O)(=O)N(C)C[C@H]2Oc3ccc(NC(=O)CCC(F)(F)F)cc3C(=O)N([C@@H](C)CO)C[C@H]2C)cc1,-0.1
CS(=O)(=O)Nc1ccc2c(c1)[C@H]1C[C@H](CC(=O)NCc3ccc(Oc4ccccc4)cc3)O[C@@H](CO)[C@H]1O2,-0.6
C[C@H](CO)N1C[C@H](C)[C@H](CN(C)S(=O)(=O)c2ccc(F)cc2)Oc2ccc(NC(=O)Nc3ccc(F)cc3)cc2CC1=O,1.6
CC(C)CC#Cc1ccc2c(c1)O[C@@H](CN(C)Cc1ccccn1)[C@H](C)CN([C@@H](C)CO)S2(=O)=O,0.4

# A different layout for some results above.
Compound	TcdB inh
O=C(CCN1CCCCC1)NCC[C@@H]1CC[C@H](NC(=O)C2CCCCC2)[C@@H](CO)O1	1.0
COc1ccc2c3c(n(C)c2c1)[C@@H](CO)N(CC1CCOCC1)CC31CN(Cc2nccs2)C1	0.2
COc1cccc(S(=O)(=O)N2CCCCN3[C@@H](CO)[C@@H](c4ccc(C5=CCCCC5)cc4)[C@@H]3C2)c1	-0.2
COCC(=O)N1C[C@@H](C)[C@@H](OC)CN(C)C(=O)c2cc(NC(=O)C3CCC3)ccc2OC[C@H]1C	-1.2
CC(=O)N1[C@H](CO)[C@H](c2ccccc2)[C@@H]1CN(C(=O)c1ccccc1F)C(C)C	2.3

# New compounds follow:
SMILES,TcdB inh
C/C=C/c1ccc2c(c1)O[C@H](CN(C)C(=O)Cc1ccccc1)[C@H](C)CN([C@@H](C)CO)S2(=O)=O,0.4
C[C@@H]1CN([C@@H](C)CO)C(=O)c2cc(NS(=O)(=O)c3ccc(F)cc3)ccc2O[C@H]1CN(C)C(=O)Nc1ccc(F)cc1,-0.8
COc1ccc2c3c([nH]c2c1)[C@H](CO)N(C(=O)CN1CCOCC1)CC31CCN(C)CC1,-3.6
Cc1noc(C)c1S(=O)(=O)Nc1ccc2c(c1)C(=O)N([C@@H](C)CO)C[C@@H](C)[C@@H](CN(C)C(=O)NC(C)C)OCCCC[C@@H](C)O2,0.9
O=S(=O)(N[C@H]1CC[C@H](CCn2cc(-c3ccccc3F)nn2)O[C@@H]1CO)c1ccc(Cl)cc1,1.2
CO[C@H]1CN(C)C(=O)c2ccc(NC(=O)Nc3cccc(F)c3)cc2OC[C@H](C)NC[C@@H]1C,0.0
COc1ccc(CN(C)C[C@@H]2Oc3ccc(NC(=O)Cc4ccccc4)cc3CC(=O)N([C@@H](C)CO)C[C@@H]2C)cc1,0.2
C[C@H](CO)N1C[C@H](C)[C@H](CN(C)C)Oc2cc(C#CC3CCCCC3)ccc2S1(=O)=O,-5.1
COCC#Cc1cnc2c(c1)C(=O)N([C@H](C)CO)C[C@@H](C)[C@H](CN(C)C(=O)Nc1cc(F)ccc1F)O2,0.4
C[C@H](CO)N1C[C@H](C)[C@H](CN(C)C(=O)CN2CCOCC2)Oc2ncc(C#C[C@@H](C)O)cc2C1=O,-1.5
CCCN(C)C[C@@H]1Oc2cc(-c3ccc(F)cc3)ccc2S(=O)(=O)N([C@H](C)CO)C[C@@H]1C,-0.6
C[C@H](CO)N1C[C@H](C)[C@H](CN(C)C(=O)c2cccnc2)Oc2ncc(C3=CCCC3)cc2C1=O,-0.2
CN(C)CC(=O)Nc1ccc2c(c1)[C@H]1C[C@H](CC(=O)N3CCN(C)CC3)O[C@@H](CO)[C@H]1O2,-0.9
C[C@@H]1CN([C@@H](C)CO)C(=O)c2cc(-c3cccnc3)cnc2O[C@@H]1CN(C)Cc1ccc(-c2ccccc2)cc1,-1.4
Cc1noc(C)c1NC(=O)N(C)C[C@@H]1Oc2ccc(NS(=O)(=O)c3ccccc3)cc2C(=O)N([C@@H](C)CO)C[C@@H]1C,-0.1
O=C([C@@H]1[C@@H](CO)[C@@H]2Cn3c(cccc3=O)[C@@H]2N1C(=O)C1CCCC1)N1CCOCC1,-16.1
CCCN1[C@@H]2Cn3c(ccc(-c4ccc(OC)cc4)c3=O)[C@H]1[C@@H](C(=O)NCC)[C@@H]2CO,-0.1
O=C(c1ccccc1)N1C[C@H]2[C@@H](c3ccccc31)[C@H](CO)N2Cc1ccccc1F,0.0
COc1cccc(-c2ccc([C@@H]3[C@H](CO)N4CCCCN(CC5CC5)C[C@@H]34)cc2)c1,0.5
C[C@H]1CN([C@@H](C)CO)S(=O)(=O)c2ccc(Br)cc2O[C@H]1CN(C)Cc1cncnc1,-0.2
COc1ccc2c3c([nH]c2c1)[C@@H](CO)N(C)CC31CCN(S(=O)(=O)c2cccc(F)c2)CC1,-1.3
COc1ccc(NC(=O)Nc2ccc3c(c2)C(=O)N([C@H](C)CO)C[C@H](C)[C@@H](CN(C)C(=O)NC(C)C)OCCCC[C@H](C)O3)cc1,-1.6
O=C(C[C@H]1C[C@H]2c3cc(NC(=O)C4CCC4)ccc3O[C@H]2[C@H](CO)O1)NCc1cc(F)ccc1F,0.0
C[C@@H]1CN([C@@H](C)CO)C(=O)c2cc(NC(=O)c3ccccc3)ccc2O[C@@H](C)CCCCO[C@H]1CN(C)C(=O)Nc1ccccc1,-0.5
C[C@@H]1CN([C@@H](C)CO)C(=O)c2cc(C#CCN(C)C)cnc2O[C@H]1CN(C)C(=O)NC1CCCCC1,0.6
CS(=O)(=O)N1CCCCN2[C@H](C1)[C@H](c1ccc(C#Cc3ccccn3)cc1)[C@@H]2CO,-1.1
C[C@@H]1CN([C@H](C)CO)C(=O)c2cc(NC(=O)CCC(F)(F)F)ccc2O[C@@H]1CN(C)CC1CC1,-0.7
COc1ccc(NC(=O)N(C)C[C@H]2Oc3ccc(N(C)C)cc3CC(=O)N([C@H](C)CO)C[C@@H]2C)cc1,-19.7
C[C@@H]1CN([C@H](C)CO)C(=O)Cc2cc(NC(=O)c3ccncc3)ccc2O[C@@H]1CN(C)Cc1ccc(C(=O)Nc2ccccc2N)cc1,-0.1
O=C(Cc1cccnc1)N1CC2(C1)[C@H](c1ccccc1)[C@@H](CO)N2C(=O)C1CCCCC1,-1.4

# A few values from above:
# TcdB inh with C[C@@H]1CN([C@@H](C)CO)C(=O)c2cc(C#CCN(C)C)cnc2O[C@H]1CN(C)C(=O)NC1CCCCC1 reads 0.6
# TcdB inh with COc1ccc2c3c([nH]c2c1)[C@@H](CO)N(C)CC31CCN(S(=O)(=O)c2cccc(F)c2)CC1 reads -1.3
# TcdB inh with O=C(C[C@H]1C[C@H]2c3cc(NC(=O)C4CCC4)ccc3O[C@H]2[C@H](CO)O1)NCc1cc(F)ccc1F reads 0.0
# TcdB inh with COc1ccc(NC(=O)Nc2ccc3c(c2)C(=O)N([C@H](C)CO)C[C@H](C)[C@@H](CN(C)C(=O)NC(C)C)OCCCC[C@H](C)O3)cc1 reads -1.6
# TcdB inh with CS(=O)(=O)N1CCCCN2[C@H](C1)[C@H](c1ccc(C#Cc3ccccn3)cc1)[C@@H]2CO reads -1.1

# Going on with the list.
SMILES,TcdB inh
COCC(=O)Nc1ccc2c(c1)C(=O)N(C)C[C@H](OC)[C@@H](C)CN(CCc1ccccc1)[C@@H](C)CO2,-0.6
Cc1noc(C)c1S(=O)(=O)N(C)C[C@@H]1OCCCC[C@@H](C)Oc2ccc(NC(=O)c3ccccc3)cc2C(=O)N([C@@H](C)CO)C[C@@H]1C,-0.1
C[C@@H]1CN([C@H](C)CO)C(=O)c2cc(NS(=O)(=O)c3cccs3)ccc2O[C@@H]1CN(C)S(C)(=O)=O,0.4
C[C@@H]1CN([C@@H](C)CO)C(=O)c2cccc(NC(=O)Nc3ccc4c(c3)OCO4)c2O[C@@H]1CN(C)Cc1ccc(Cl)c(Cl)c1,2.1
CCC(=O)N1C[C@@H]2[C@H](c3ccccc31)[C@@H](CO)N2Cc1ccccc1F,-1.4
C[C@H]1CN([C@@H](C)CO)C(=O)c2cc(-c3cncnc3)cnc2O[C@H]1CN(C)Cc1ccc(F)cc1,0.4
C[C@H](CO)N1C[C@H](C)[C@H](CN(C)Cc2ccccc2)Oc2ccc(NC(=O)CCCCCC(=O)Nc3ccccc3N)cc2C1=O,-0.7
CNC[C@@H]1Oc2c(NC(=O)c3ccc(-c4nccs4)cc3)cccc2C(=O)N([C@H](C)CO)C[C@H]1C,-0.3
CN(C)C(=O)C[C@@H]1CC[C@H]2[C@H](COc3ccc(NS(=O)(=O)c4cccc(F)c4)cc3C(=O)N2C)O1,-1.0
COc1ccc(S(=O)(=O)N(C)C[C@H]2OCCCC[C@H](C)Oc3ccc(NS(C)(=O)=O)cc3C(=O)N([C@H](C)CO)C[C@H]2C)cc1,0.6
CO[C@H]1CN(C)C(=O)c2cc(NS(=O)(=O)c3ccccc3)ccc2OC[C@@H](C)N(Cc2cccnc2)C[C@H]1C,0.0
CCCNC(=O)C[C@H]1CC[C@H]2[C@H](COc3ccc(NC(=O)Nc4cccc(C)c4)cc3C(=O)N2C)O1,-0.1
O=C(N[C@@H]1CC[C@H](CCn2cc(C3(O)CCCC3)nn2)O[C@@H]1CO)c1ccccc1F,0.0
C[C@H](CO)N1C[C@H](C)[C@H](CN(C)C)Oc2cc(C#Cc3ccccc3F)ccc2S1(=O)=O,0.1
CCC(=O)Nc1ccc2c(c1)C(=O)N(C)[C@H]1CC[C@@H](CC(=O)NCCN3CCCCC3)O[C@H]1CO2,-0.4
O=C1CN(S(=O)(=O)c2ccccc2)C[C@@H]2[C@H](c3ccc(Br)cc3)[C@@H](CO)N12,1.9
COc1ccc(S(=O)(=O)N(C)C[C@@H]2Oc3c(NS(=O)(=O)c4ccc(C)cc4)cccc3C(=O)N([C@@H](C)CO)C[C@H]2C)cc1,-1.2
CC(=O)N(C)C[C@H]1Oc2ncc(C#Cc3ccccn3)cc2C(=O)N([C@H](C)CO)C[C@@H]1C,-8.1
C[C@@H]1CCCCO[C@H](CN(C)S(=O)(=O)c2ccc(F)cc2)[C@H](C)CN([C@@H](C)CO)C(=O)c2cc(NC(=O)c3ccccc3)ccc2O1,-0.7
CNC[C@@H]1Oc2ccc(NC(=O)Nc3ccc(F)cc3)cc2CC(=O)N([C@H](C)CO)C[C@@H]1C,0.4
COCCNC(=O)[C@@H]1[C@@H](CO)[C@@H]2Cn3c(ccc(-c4ccccc4F)c3=O)[C@H]1N2S(C)(=O)=O,-0.1
O=C(Nc1cc(Cl)cc(Cl)c1)N[C@@H]1CC[C@H](CCNS(=O)(=O)c2cccc(F)c2)O[C@H]1CO,-1.0
C[C@H]1CN([C@@H](C)CO)C(=O)c2cccc(NS(=O)(=O)c3cccs3)c2O[C@H]1CN(C)Cc1ccc(-c2ccccc2)cc1,0.2
O=C(C1CCCCC1)N1C[C@H]2[C@@H](c3ccccc31)[C@H](CO)N2C(=O)c1ccccc1F,-0.7
O=C(NC1CCCCC1)N1CC(=O)N2[C@H](CO)[C@@H](c3ccc(-c4ccncc4)cc3)[C@H]2C1,0.0
COc1ccc(COCC23N=C4SCCCN4[C@H](c4ccccc4O2)[C@H]3CO[Si](C)(C)C(C)(C)C)cc1,0.7
CCC(=O)N(C)C[C@@H]1Oc2ncc(-c3ccc(C(=O)N(C)C)cc3)cc2C(=O)N([C@H](C)CO)C[C@@H]1C,-1.7
Cn1cnc(S(=O)(=O)N[C@@H]2C=C[C@@H](CC(=O)Nc3ccccc3)O[C@@H]2CO)c1,-0.8
CNC[C@@H]1OCCCC[C@@H](C)Oc2ccc(NC(=O)CCCN(C)C)cc2C(=O)N([C@@H](C)CO)C[C@H]1C,-0.4
COc1ccccc1CNC(=O)C[C@H]1CC[C@H]2[C@@H](COC[C@H](O)CN2C(=O)Nc2ccccc2)O1,-0.8
C[C@H](CO)N1C[C@H](C)[C@@H](CN(C)S(C)(=O)=O)Oc2cc(C#CC3CCCC3)ccc2S1(=O)=O,0.8
COC(=O)C[C@H]1CC[C@H]2[C@H](COc3ccc(NC(=O)c4cc(C)on4)cc3C(=O)N2C)O1,0.3
COc1cccc(C#Cc2ccc3c(c2)O[C@H](CN(C)S(=O)(=O)c2ccccc2F)[C@@H](C)CN([C@@H](C)CO)S3(=O)=O)c1,1.5
CNC(=O)C[C@H]1CC[C@H]2[C@@H](COC[C@H](O)CN2S(=O)(=O)c2ccc(Oc3ccccc3)cc2)O1,-0.1
O=C(NCCCN1CCOCC1)[C@H]1N[C@H]2c3ccc(C4=CCCCC4)c(=O)n3C[C@H]2[C@@H]1CO,-0.6
C[C@@H]1CN([C@@H](C)CO)C(=O)c2cccc(NS(=O)(=O)c3ccc(F)cc3)c2O[C@@H]1CN(C)C(=O)Nc1cccc2ccccc12,1.3
C[C@@H]1CN([C@@H](C)CO)C(=O)c2cc(NS(=O)(=O)c3ccccc3)ccc2O[C@@H]1CN(C)Cc1ccc(C(F)(F)F)cc1,1.3

# Random excerpt: two compounds from above
SMILES,TcdB inh
O=C(NCCCN1CCOCC1)[C@H]1N[C@H]2c3ccc(C4=CCCCC4)c(=O)n3C[C@H]2[C@@H]1CO,-0.6
CNC(=O)C[C@H]1CC[C@H]2[C@@H](COC[C@H](O)CN2S(=O)(=O)c2ccc(Oc3ccccc3)cc2)O1,-0.1
